Rab9 promoter act – qHTS Assay for Rab9 Promoter Activators. Huh7 Rab9 promoter-luciferase reporter, luminescence, 24 h. Potency, µM (doses to about 9.22 µM), for the others: top-dose activation, negative = inhibition, most hits filed as activators. 320,000 tested, 2.8% active. AID 485297, 2010; further: % of control where 0% means no effect; nearly all actives have a fitted effect of over 60% in size
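Promoter activation is measured as luciferase luminescence in Huh7 cells stably transfected with a Rab9 promoter–luciferase construct, following 24 h compound exposure at 37 °C and 10 min reagent incubation at ambient temperature.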
FLuc counter – qHTS profiling assay for firefly luciferase inhibitor/activator using purifed enzyme and Km concentrations of substrates (counterscreen for miR-21 project); Potency, µM (highest dose often 57.5 µM), for the others: at the highest dose activity change, negative = inhibition, hits mostly inhibitors; Luciferin 4-monooxygenase (Photinus pyralis), P08659; purified FLuc, Km substrates, luminescence inhibition; 360,000 tested, 6.9% active; AID 588342, 2011;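 further: plate controls were vehicle for no effect and reference inhibitor for full effect; nearly all actives have a fitted effect of over 55% in size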
Target sequence (P08659 whole entry, looked up): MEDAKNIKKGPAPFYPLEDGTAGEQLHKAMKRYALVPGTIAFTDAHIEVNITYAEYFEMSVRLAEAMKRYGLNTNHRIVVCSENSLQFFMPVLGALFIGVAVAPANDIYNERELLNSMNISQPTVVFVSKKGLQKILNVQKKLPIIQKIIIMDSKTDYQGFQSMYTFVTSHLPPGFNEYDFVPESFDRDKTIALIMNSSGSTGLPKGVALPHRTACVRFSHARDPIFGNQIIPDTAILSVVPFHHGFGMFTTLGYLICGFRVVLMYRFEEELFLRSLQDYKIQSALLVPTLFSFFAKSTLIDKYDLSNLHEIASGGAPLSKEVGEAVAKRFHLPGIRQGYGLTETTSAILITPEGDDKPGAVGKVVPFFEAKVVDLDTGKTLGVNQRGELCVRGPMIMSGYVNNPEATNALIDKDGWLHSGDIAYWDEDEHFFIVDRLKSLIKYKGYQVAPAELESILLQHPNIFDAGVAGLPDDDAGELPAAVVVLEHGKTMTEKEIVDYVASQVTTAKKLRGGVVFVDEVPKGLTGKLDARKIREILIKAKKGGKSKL
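Biochemical qHTS of compounds, final roughly 60 µM downward over six points, against 10 nM purified firefly luciferase using Km concentrations of substrates (10 uM D-luciferin, 10 uM ATP) in Tris acetate pH 7.5 buffer; luminescence output.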
p53 reactivation – qHTS assay for re-activators of p53 using a Luc reporter | H1299 p53-A138V BP100-luciferase reporter, luminescence, 24 h | Potency, µM (top dose mostly 92.2 µM), for the others: top-dose activity change, positive = activation, usual class: activators | 320,000 tested, 0.063% active | AID 504706, 2011; further: % of control where 0% means no effect; nearly all actives have a fitted effect of over 45% in size
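H1299 (p53-null), stable ts p53-A138V + BP100-Luc; 1000 cells/well, Opti-MEM/10% FBS; cpd 4 pt, 1:5; 24 h, 37 deg C, 5% CO2; detection reagent 10 min RT; luminescence.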
BRCA1 expr up – qHTS Assay to Identify Small Molecule Activators of BRCA1 Expression | MCF7-BRCA1-FFLuc reporter, luminescence, 48 h; response scale: scaled: vehicle 0%, 10 µM genistein 100% | Potency, µM (highest dose often 46.1 µM), inactives show top-dose activation, actives largely listed as activators | 380,000 tested, 1.1% active | AID 624202, 2012; further: nearly all actives have a fitted effect of over 80% in size; some results filed as inactive show a strong effect at the top dose
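Luminescence from a BRCA1-driven firefly luciferase in MCF7 cells was read after 48 h compound exposure at 37 C. Data normalized against DMSO and a 10microM genistein activation control, then curve-fitted across the titration.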
RORg inh – qHTS for inhibitors of ROR gamma transcriptional activity. Nuclear receptor ROR-gamma (Mus musculus), P51450. Potency, µM (series often up to 53.6 µM), without a hit: at the top dose activity change, negative = inhibition, usual class: inhibitors. Drosophila S2 Gal4-RORgamma UAS-luciferase reporter, 20 h. 310,000 tested, 5.4% active; further: on the % scale 0 is the no-effect control and ±100 the full control effect; nearly all actives have a fitted effect of over 60% in size
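Stably transfected Drosophila Schneider cells are the test system, with ROR gamma fused to Gal4 and luciferase under UAS control; luminescence is read after 20 hr of 700 uM copper sulfate induction at ambient temperature.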
uPA generation – qHTS for Inhibitors of Cell Surface uPA Generation. 330,000 tested, 0.31% active. Potency, µM (doses to about 38.3 µM), for the others: at the top dose activity change, negative = inhibition, most hits filed as inhibitors. AID 540303, 2011. cell surface uPA generation assay, qHTS; active means well fitted inhibition curve with a large enough effect; inconclusive means small, poorly fitted or top-dose-only effect; inactive means no such curve, though single readings can be large or run the other way; tested in mouse RAW 264.7 cells; further: on the % scale 0 is the no-effect control and ±100 the full control effect; nearly all actives have a fitted effect of over 55% in size
VP16 counter – VP16 counterscreen qHTS for inhibitors of ROR gamma transcriptional activity | Drosophila S2 Gal4-VP16 UAS-luciferase, luminescence, 20 h | Potency, µM (top dose mostly 53.6 µM), without a hit: at the highest dose activity, negative = inhibition, most hits filed as inhibitors | 310,000 tested, 3.5% active;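 further: Gal4-VP16 expression switched on by copper sulfate through the metallothionein promoter; on the % scale 0 is the no-effect control and ±100 the full control effect; nearly all actives have a fitted effect of over 50% in size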
ELG1 genotoxic – qHTS screen for small molecules that induce genotoxicity in human embryonic kidney (HEK293T) cells expressing luciferase-tagged ELG1; AID 504466, 2011; 330,000 tested, 1.3% active; HEK293T ELG1-luciferase reporter, luminescence, 16 h; Potency, µM (series often up to 46 µM), for the others: at the highest dose activity change, positive = activation, usual class: activators; further: % of control where 0% means no effect; nearly all actives have a fitted effect of over 60% in size
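Screening used a luciferase reporter fused to human ELG1 in HEK293T cells. Luminescence was read on a CCD plate imager after 16 hr exposure and 30 min ONE-Glo incubation.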
MBNL1 CUG block – qHTS Assay for Inhibitors of MBNL1-poly(CUG) RNA binding | Muscleblind-like protein 1 (Homo sapiens), Q9NR56 | Potency, µM (series often up to 57.5 µM), inactives show at the highest dose activity change, negative = inhibition, hits mostly inhibitors | 280,000 tested, 0.036% active | TR-FRET MBNL1-His/biotin-(CUG)12 binding, 665/545 ratio; active means well fitted inhibition curve with a large enough effect in the signal ratio, with a control signal flat, not every such curve was filed as active; inconclusive means small, poorly fitted or top-dose-only effect, or effect the other way, or a change in a side signal; inactive means no such curve, though single readings can be large or run the other way; the % refers to the signal ratio; further: on the % scale 0 is the no-effect control and ±100 the full control effect
Target sequence (Q9NR56 whole entry, looked up): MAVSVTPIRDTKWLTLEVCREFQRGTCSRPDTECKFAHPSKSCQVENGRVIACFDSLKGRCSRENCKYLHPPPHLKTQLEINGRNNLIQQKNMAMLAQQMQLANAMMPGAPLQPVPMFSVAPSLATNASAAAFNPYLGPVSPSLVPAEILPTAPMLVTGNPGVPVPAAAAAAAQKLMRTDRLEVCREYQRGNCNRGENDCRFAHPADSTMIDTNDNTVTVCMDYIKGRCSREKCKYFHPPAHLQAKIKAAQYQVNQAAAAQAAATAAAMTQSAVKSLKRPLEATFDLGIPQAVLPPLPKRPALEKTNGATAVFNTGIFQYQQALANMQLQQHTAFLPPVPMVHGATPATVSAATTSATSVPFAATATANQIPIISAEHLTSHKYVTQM
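Inhibition of protein-RNA binding appears as loss of TR-FRET between terbium anti-His antibody on MBNL1-His and streptavidin-XL665 on biotin-(CUG)12. Activity is normalized to buffer-only and uninhibited-complex controls.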
NPC1 promoter act – qHTS Assay for NPC1 Promoter Activators. Huh7 NPC1 promoter luciferase reporter, 24 h. Potency, µM (doses to about 9.22 µM), for inactives: at the highest dose activation, hits mostly activators. 320,000 tested, 2.4% active;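 further: % of control where 0% means no effect; nearly all actives have a fitted effect of over 60% in size; reporter is driven by a mutant NPC1 promoter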
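Huh7 reporter cells (NPC1 promoter driving luciferase) are dosed with compound for 24 h at 37 °C, 5% CO2; luciferase detection reagent is then added and luminescence measured after 10 min at ambient temperature.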
Starred values were filed as active, the others as inactive; ? = inconclusive; · = no result given; & = joins results of further samples; [ ] = remark or other dose. Unless noted, the call rests on the fitted dose curve; in most records, active means well fitted curve in the direction sought with a large enough effect; inconclusive means small, poorly fitted or top-dose-only effect, or another doubt; inactive means no such curve, though single readings can be large; an effect the other way counts as inactive or inconclusive. Potency means the concentration at half of the fitted maximal effect.

SMILES | Rab9 promoter act | FLuc counter | p53 reactivation | BRCA1 expr up | RORg inh | uPA generation | VP16 counter | ELG1 genotoxic | MBNL1 CUG block | NPC1 promoter act
CCc1ccc(C(=O)COC(=O)c2n[nH]c3ccccc23)cc1 | 0.89µM* | 3µM* | ? | -6% | -38% | 6% | ? | 18% | · | 1.8µM*
COc1ccc(CCNc2nc(C)nc3c2oc2ccccc23)cc1OC | -5% | -6% | -4% | -44% | 1% | -6% | -10% | -12% | 0% | 0%
CN(C)Cc1ccccc1C(O)(c1ccccc1)c1ccccc1 | -1% | 2% | -6% | -19% | 5% | -5% | 5% | -6% | -6% | 1%
CCOC(=O)c1sc2cccc(Cl)c2c1N | 1% | -19% | 25% | -6% | -4% | 4% | ? | 8% | ? | -5%
COc1ccccc1N(CC(=O)N1CCCCCC1)S(C)(=O)=O | · | -1% | · | -1% | 4% | 12% | -7% | · | 8% | ·
CC1CN(S(=O)(=O)c2ccc(C(=O)N(CCCN(C)C)c3nc4cc5c(cc4s3)OCCO5)cc2)CC(C)O1 (stereo unspecified) | -3% | -8% | 2% | 33% | · | 0% | · | ? | · | 1%
Cc1ccc(N(CC(=O)NC2CCCC2)C(=O)c2c(C)noc2C)cc1C | -2% | 2% | 0% | -11% | -11% | 3% | 0% | 1% | 3% | 1%
Cc1ccc(-c2ccc(C(=O)NCCCNC(=O)c3cnccn3)o2)cc1Cl | 1% | ? | 0% | 7% | 37% | 1% | -9% | 9% | 15% | -4%
CCCCOc1ccc(-c2nc(-c3cccnc3)no2)cc1 | 2µM* | 4.3µM* | ? | 135% | 28% | 2% | 16% | 6.5µM* | 3% | 3.5µM*
COc1cccc(N2CCN(C(=O)CN(c3cc(C)cc(C)c3)S(=O)(=O)c3c(C)noc3C)CC2)c1 | -4% | 3% | -4% | -40% | 45% | 13% | -6% | -13% | -4% | 2%
C=CCOc1ccc(/C=N/NC(=O)CN2CCOCC2)cc1OCC | -2% | 7% | 1% | -7% | 17% | -3% | -15% | -1% | 8% | -4%
COc1cccc(OCC(O)CN2CCN(C)CC2)c1 (stereo unspecified) | 0% | 1% | 9% | 0% | -12% | 14% | 5% | -1% | -2% | 2%
CC(/C=C/c1ccc(N(C)C)cc1)=N\N=C(/N)SC1CC(=O)N(c2ccc(C(=O)O)cc2)C1=O (stereo unspecified) | ? | 1.1µM* | ? | 71% | 0.79µM* | -6% | 2.2µM* | ? | ? | 26%
CC(=O)Nc1nc(-c2ccc3c(c2)CC(C)N3C(=O)C2CC2)c(C)s1 (stereo unspecified) | 3% | ? | 2% | -1% | 10% | 2% | 13% | -8% | 12% | 8%
COc1ccc(C(CNC(=O)C(=O)Nc2ccc3c(c2)OCO3)N2CCN(C)CC2)cc1 (stereo unspecified) | -4% | -3% | -6% | -8% | · | -5% | · | -9% | · | 3%
O=C(c1ccc(N2CCCC2=O)cc1)N1CCCCCC1 | 3% | 3% | -1% | -19% | 8% | 1% | 1% | -1% | -10% | -6%
COc1cccc(N2CCN(C(=O)c3cc4ccc(OC)cc4[nH]3)CC2)c1 | 0% | -11% | 5% | 3% | 5% | 2% | -4% | 1% | 5% | -8%
CC(NCc1ccc2c(c1)OCO2)c1ccccc1 (stereo unspecified) | -3% | -5% | 5% | -11% | 17% | -3% | -11% | 3% | -3% | 1%
CCOC(=O)N1CCN(C(=O)CNC(=O)c2nn(-c3ccc(OC)c(Cl)c3)c(=O)c3ccccc23)CC1 | 19% | 4.8µM* | 22% | 25% | -17% | -7% | -23% | 1% | ? | 6%
COC(=O)Nc1nnc(-c2ccc(OC)cc2)s1 | 2.8µM* | 8.5µM* | 7% | 88% | -34% | -9% | -13% | 16µM* | 4% | 2.5µM*
CCOc1ccc(-c2noc(CCC(=O)O)n2)cc1 | -13% | 12µM* | -2% | -10% | 0.35µM* | ? | 1.4µM* | 6% | 6% | -4%
CCC(=O)N(C)CCc1cc2c(c(OC)c1/C=N/NC(=O)c1ccncc1)OCO2 | 0% | -6% | 3% | 29% | 2% | -5% | -7% | 0% | 1% | 16%
Cc1ccc(N2CC(C(=O)Nc3cccc(C(=O)NC4CC4)c3)CC2=O)cc1 (stereo unspecified) | 0% | 0% | -7% | -6% | · | 19% | · | -4% | · | -2%
CC(=O)Nc1ccc(NC(=O)CCNS(=O)(=O)c2cccc3nsnc23)cc1 | -2% | -2%&0% | 0% | -5%&1% | 0% | -1% | -10% | 2% | ? | -1%
Cc1ccc(-c2nn(-c3ccccn3)c(=O)c3ccccc23)cc1 | -1% | 1% | 1% | -17% | ? | -8% | -14% | 3% | 1% | -1%
CC(C)(C)C(=O)Oc1cc(N)n(S(=O)(=O)c2ccc(F)cc2)n1 | -5% | 0% | 3% | 7% | -14% | -1% | -15% | 0% | 4% | -2%
O=C(COC(=O)CNC(=O)c1cccs1)Nc1ccc(C(F)(F)F)cc1[N+](=O)[O-] | -1% | 0% | 24% | -21% | · | 3% | · | 1% | · | -3%
CCOc1ccccc1N1CCN(C(=O)C2CSC3(C)CCC(=O)N23)CC1 (stereo unspecified) | 3% | 7% | 4% | 0% | · | 7% | · | 1% | · | 1%
COc1ccc(C2=NO[C@H]3C[C@](C(=O)NC(C)C)(S(=O)(=O)c4ccccc4)C[C@@H]23)cc1 | 5% | -2% | 10% | 0% | 1% | 2% | 7% | 2% | 13% | 0%
Cc1ccccc1C1c2[nH]c3ccccc3c2C[C@H]2C(=O)N(c3ccccc3C(=O)NCCCN3CCOCC3)C(=O)N12 (stereo partly specified) | 2% | -1% | 3% | 0% | -7% | ? | -3% | -5% | -6% | 1%
CCNc1nc(NCC)n2c(SCC(=O)Nc3cc(Cl)ccc3OC)nnc2n1 | 13% | 0% | 2% | 6% | · | 6% | · | 4% | · | 0%
CCOC(=O)c1cc2c(ccn2C)n1CC(=O)N1CCN(c2cccc(C(F)(F)F)c2)CC1 | 0% | -4% | -5% | -25% | 9% | -1% | -4% | -5% | 1% | 1%
Cc1ccc2cc(/C=N/Nc3nc4ccccc4[nH]3)c(Cl)nc2c1 | 0.63µM* | 0.085µM* | ? | 54% | 4.5µM* | ? | 1.3µM* | ? | 13% | 2.8µM*
CC(C)CC(C(=O)NC1CCCC1)N(Cc1cccs1)C(=O)c1snc(C(N)=O)c1N (stereo unspecified) | -2% | -1% | -10% | -41% | -1% | 3% | -9% | -6% | 10% | 0%
O=C(CSc1nnc(-c2cccnc2)n1Cc1ccco1)c1ccc(Br)cc1 | 1% | -1% | -2% | -2%[1.84 µM] | 33% | 2% | -5% | 0% | -16% | -5%
CCCc1nc(N2CCOCC2)c2sc(=S)n(-c3ccccc3)c2n1 | 1% | 1% | 2% | · | -16% | · | -5% | 9% | 12% | -2%
Cc1ccc(C(=O)Nc2ccc(O)cc2C(=O)O)cc1C | -32%[inhibitor] | 3.4µM* | -2% | 2% | 31% | · | -10% | 8% | ? | 2%
Cc1ccc(/C=N/N2CCN(C3c4ccccc4-c4ccccc43)CC2)o1 | -6% | -3% | 5% | -15% | 29% | -11% | 11% | -1% | 2% | -3%
Cc1ccc(C(=O)Oc2ccc3ccc(=O)oc3c2)cc1 | 0% | 2.4µM* | · | 0% | -27% | 5% | -3% | 2% | -3% | -4%
CCc1sc(C(C2C(=O)CC(C)(C)CC2=O)C2C(=O)CC(C)(C)CC2=O)cc1[N+](=O)[O-] | 1% | ? | -11% | -70% | -11% | -2% | ? | ? | 3% | -2%

Reprinted from the part before: two entries; new compounds follow.
SMILES | Rab9 promoter act | FLuc counter | p53 reactivation | BRCA1 expr up | RORg inh | uPA generation | VP16 counter | ELG1 genotoxic | MBNL1 CUG block | NPC1 promoter act
Cc1ccc(C(=O)Oc2ccc3ccc(=O)oc3c2)cc1 | 0% | 2.4µM* | · | 0% | -27% | 5% | -3% | 2% | -3% | -4%
CCc1sc(C(C2C(=O)CC(C)(C)CC2=O)C2C(=O)CC(C)(C)CC2=O)cc1[N+](=O)[O-] | 1% | ? | -11% | -70% | -11% | -2% | ? | ? | 3% | -2%
Cc1nn(Cc2ccccc2Cl)c(C)c1NC(=O)NC12CC3CC(CC(C3)C1)C2 | -1% | 2% | -8% | -71% | -18% | 5% | -11% | -7% | 3% | -1%
Cc1cc2ncn(C3CC(=O)N(Cc4ccc(N5CCCC5=O)cc4)C3=O)c2cc1C (stereo unspecified) | 3% | 7% | 1% | 5% | ? | -6% | 3% | -13% | ? | -2%
Cn1c(-c2sccc2OCc2ccc(Cl)cc2Cl)n[nH]c1=S | 4% | ? | -5% | -34% | 2.8µM* | -4% | 7.1µM* | -2% | 2% | -2%
CCOC(=O)c1c(NC(=O)c2cc(CC(C)C)on2)sc(C(C)=O)c1C | -6% | -10%&0% | 1% | 0% | 19% | -9% | -7% | -6% | ? | 0%
Cc1cc([N+](=O)[O-])cc2c1NC(=O)C2(O)N1CCCCCC1 (stereo unspecified) | -3% | 1% | -8% | -21% | -12% | -17% | 3% | -5% | 13% | -6%

Compound activity from PubChem.

Not a hit list (roughly 13% active in at least one column).
